# Screening data deposited in PubChem by several laboratories.
# CF NFkB inh = inhibitors of PAF-induced NF-kB signaling, primary screen, cell-based, GFP fluorescence, uHTS. KKLEB NF-kB-GFP reporter, GFP fluorescence overnight. inhibition, % at 5 µM. hit rate 0.86% among 360,000. AID 588850, 2011;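 active = at least 50% inhibition at 5 µM, scaled per plate between neutral and stimulator controls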;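 note: PAF is a Pseudomonas aeruginosa culture filtrate used as stimulus; plate controls were PAF-stimulated DMSO wells for no effect and unstimulated DMSO wells for full effect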
# TWEAK Fn14 block = inhibitors of TWEAK-Fn14 signaling, primary screen, luciferase reporter cells, uHTS; hit rate 2% among 360,000; inhibition, % at 10 µM; AID 1159606, 2016; TWEAK-stimulated Fn14 reporter cells, luciferase luminescence, 8 h; in the data active = inhibition above about 50%
# TROY signal inh = inhibitors of TROY-driven NF-kB signaling, primary screen, Q293 LMP1-TROYcd cells, NF-kB luciferase, uHTS; AID 1347056, 2019; hit rate 0.98% among 360,000; Q293 LMP1-TROYcd NF-kB luciferase reporter, 4 h; inhibition, % at 10 µM;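 active = compounds whose plate-normalised and pattern-corrected inhibition of the luciferase reporter signal at the single screening dose is 50% or more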
# SRC2 inh = inhibition of GAL4-SRC2 driven luciferase reporter, primary screen, SRC2 inhibitor project, cell-based, luminescence. inhibition, % at 9 µM. hit rate 0.17% among 370,000. HEK293 GAL4-SRC2 luciferase reporter. Nuclear receptor coactivator 2 (Homo sapiens), Q15596. AID 651957, 2012;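 active = inhibition above the mean inhibition of all tested compounds plus 3 SD, set per campaign, cut at about 52% in these data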;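 note: 0% = DMSO treated cells and 100% = cells given Gossypol at 36 µM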
# LMP1 NFkB inh = EBV LMP1-driven NF-kappaB luciferase reporter inhibitors, primary screen, cell-based, luminescence, single point. LMP1-induced NF-kappaB luciferase reporter cells. inhibition, % at 12.5 µM. hit rate 0.69% among 350,000. AID 504558, 2011; in the data active = inhibition above about 41%;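 note: 0% = neutral control wells and 100% = reference inhibitor control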
# C8 TRAIL sens = viability loss with TRAIL in NB7+C8 cells, primary screen, TRAIL sensitizer project, cell-based, ATPlite luminescence; inhibition (viability loss, TRAIL sensitization), % at 10 µM; hit rate 1% among 360,000;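 active = compounds causing at least 50% loss of cell viability in the single-dose screen, relative to plate controls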
# NR5A2 inv ag = LRH-1 (NR5A2) inverse agonists, primary screen, cell-based, luminescence, HEK293T, StAR-luciferase reporter; hit rate 0.13% among 360,000; LRH-1 transfected, 24 h; AID 602396, 2012; inhibition, % at 3.6 µM; Nuclear receptor subfamily 5 group A member 2 (Homo sapiens), O00482;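 active = inhibition above the mean inhibition of all tested compounds plus 3 SD, cut at about 73% in these data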;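 note: 0% = DMSO wells and 100% = reporter-only cells lacking LRH-1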
# Target sequence (O00482 whole entry, looked up): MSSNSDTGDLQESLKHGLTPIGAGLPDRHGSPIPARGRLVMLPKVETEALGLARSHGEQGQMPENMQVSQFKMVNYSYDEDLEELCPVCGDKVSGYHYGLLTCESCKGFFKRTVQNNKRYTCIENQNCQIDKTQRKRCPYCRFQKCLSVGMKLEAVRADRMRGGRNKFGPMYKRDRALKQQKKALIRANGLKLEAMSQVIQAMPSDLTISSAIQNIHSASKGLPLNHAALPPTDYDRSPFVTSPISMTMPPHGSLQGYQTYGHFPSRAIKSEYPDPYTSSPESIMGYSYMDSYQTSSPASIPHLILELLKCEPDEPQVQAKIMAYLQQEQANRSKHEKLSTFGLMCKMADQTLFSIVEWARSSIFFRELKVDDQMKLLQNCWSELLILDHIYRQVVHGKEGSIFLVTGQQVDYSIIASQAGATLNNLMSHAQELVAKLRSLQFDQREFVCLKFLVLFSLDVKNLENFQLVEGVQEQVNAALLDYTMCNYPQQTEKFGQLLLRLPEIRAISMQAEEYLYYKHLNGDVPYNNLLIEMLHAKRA
# SRC1 inh = SRC1 coactivator transcriptional activity inhibitors, primary screen, cell-based, luminescence; HEK293 GAL4-SRC1 luciferase reporter; hit rate 0.12% among 360,000; inhibition, % at 3.6 µM;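 active = inhibition above the campaign mean plus 3 SD, with each screening campaign given its own cutoff, cut at about 60% in these data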;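 note: 0% = DMSO treated cells and 100% = gossypol at 36 µM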
# COUP-TFII inh = NR2F2 transcriptional activity inhibitors, primary screen, cell-based, luciferase reporter, HEK293T, luminescence; COUP transcription factor 2 (Homo sapiens), P24468; HEK293T NGFI-A luciferase reporter; inhibition, % at 8.6 µM; hit rate 0.7% among 370,000; AID 686940, 2013;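 active = inhibition above a per-plate cutoff, mean inhibition of test wells between control levels plus 3 SD, cut at about 38% in these data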;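 note: cells cotransfected with COUP-TFII expression vector driving the NGFI-A reporter; 0% = median of COUP-TF2 test wells and 100% = reporter-only cells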
# SRC3 inh = SRC3 coactivator transcriptional activity inhibitors, primary screen, cell-based, luminescence; Nuclear receptor coactivator 3 (Homo sapiens), Q9Y6Q9; HEK293 GAL4-SRC3 luciferase reporter; inhibition, % at 3.6 µM; hit rate 0.17% among 360,000;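 active = inhibition above a per-campaign cutoff, the mean of all compounds plus 3 SD, cut at about 60% in these data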;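 note: 0% = DMSO-treated cells and 100% = gossypol-treated cells at 36 µM; higher means less SRC3-driven luciferase light from the GAL4 reporter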
# KKLEB tox = cytotoxicity in KKLEB CF airway cells, primary screen, cytotoxicity control for CF NF-kB inhibitor project, cell-based, uHTS, fluorescence assay plates; KKLEB CF airway cells viability, ATPlite luminescence, overnight; hits give low values; cells stimulated with P. aeruginosa culture filtrate; activity change (cytotoxicity), % at 5 µM; hit rate 0.36% among 360,000;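 active = corrected activity change at or below -50% at 5 µM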
# Active calls of the source: *; x = not tested or not shown. Rows were taken by chance; any-hit rate near 4.2%.
# The first 5 compounds, ahead of the listing:
Molecule,TWEAK Fn14 block,CF NFkB inh,SRC3 inh,LMP1 NFkB inh,NR5A2 inv ag,C8 TRAIL sens,TROY signal inh,COUP-TFII inh,SRC2 inh,SRC1 inh,KKLEB tox
O=C(N1CCOCC1)N(Cc1ccco1)CC1CCCO1 (stereo not drawn),-4,-3,10,0,-4,6,4,-10,14,-22,7
COc1cc(/C=C2\SC(=Nc3c(C)n(C)n(-c4ccccc4)c3=O)NC2=O)ccc1O,-10,-9,9,-5,5,3,5,3,-17,-9,10
Cc1noc(C)c1-c1ccc(C(=O)Nc2ccc(C(C)C)cc2)c2occc12,39,-9,-3,x,11,30,-8,5,13,4,0
O=C1COc2ccc(C(=O)COC(=O)C3CCN(S(=O)(=O)c4cccs4)CC3)cc2N1,5,-6,-10,1,9,-14,-1,-3,-34,-5,-2
COc1cccc(NC(=O)[C@@H]2CCCN2S(=O)(=O)c2cccc3cccnc23)c1,-27,-14,9,8,-6,-8,-11,6,-19,-4,6

# The whole of this part, repeating the preview:
Molecule,TWEAK Fn14 block,CF NFkB inh,SRC3 inh,LMP1 NFkB inh,NR5A2 inv ag,C8 TRAIL sens,TROY signal inh,COUP-TFII inh,SRC2 inh,SRC1 inh,KKLEB tox
O=C(N1CCOCC1)N(Cc1ccco1)CC1CCCO1 (stereo not drawn),-4,-3,10,0,-4,6,4,-10,14,-22,7
COc1cc(/C=C2\SC(=Nc3c(C)n(C)n(-c4ccccc4)c3=O)NC2=O)ccc1O,-10,-9,9,-5,5,3,5,3,-17,-9,10
Cc1noc(C)c1-c1ccc(C(=O)Nc2ccc(C(C)C)cc2)c2occc12,39,-9,-3,x,11,30,-8,5,13,4,0
O=C1COc2ccc(C(=O)COC(=O)C3CCN(S(=O)(=O)c4cccs4)CC3)cc2N1,5,-6,-10,1,9,-14,-1,-3,-34,-5,-2
COc1cccc(NC(=O)[C@@H]2CCCN2S(=O)(=O)c2cccc3cccnc23)c1,-27,-14,9,8,-6,-8,-11,6,-19,-4,6
COc1ccc(C(=O)NCC(C)NC(=O)c2ccc(OC)c(OC)c2)cc1OC (stereo not drawn),-19,20,16,9,4,-4,-10,-25,-39,-5,-22
O=S(=O)(NCc1cccnc1)c1cccc2nsnc12,-12,1,-11,6,11,4,-4,5,12,7,5
O=C(CN1CCN(c2ccccc2)CC1)Nc1cccc([N+](=O)[O-])c1,-10,14,-24,-2,6,-2,-25,10,-13,-12,-2
COc1cc(OC)cc(C(=O)NC(=S)Nc2nc(-c3cc4ccccc4o3)cs2)c1,-21,20,-2,13,9,0,-33,4,-26,-10,-8
CC1(NCc2ccc(Cl)cc2)COP(=O)(NCc2ccccc2)OC1 (stereo not drawn),8,5,-3,-11,-20,-14,-3,-2,5,0,-8
COc1cc(C(=O)Nc2ccc(O)cc2)ccc1OC(C)=O,-14,9,-28,-3,-1,-6,-11,-14,-18,-24,-16
O=C1CCCN1CC1CCCN(Cc2nc(COc3ccccc3)no2)C1 (stereo not drawn),8,10,-42,0,-4,1,-2,-2,-34,3,-7
O=C(O)c1sccc1Oc1ccc(NS(=O)(=O)c2cccc(F)c2)cc1,-7,6,9,-2,7,-11,-2,20,2,-14,-8
Cc1ccc2cc(N)ccc2n1,-12,-4,-7,0,20,-3,16,0,-4,-6,8
CC1CCc2sc3c(c2C1)c(=O)n(CC(=O)O)c(=O)n3Cc1ccc(Cl)cc1 (stereo not drawn),1,-14,-24,0,-20,-3,13,6,-15,-35,-1
COc1ccc(N2C(=O)C3C(C2=O)C2C=CC3C23CC3)c(OC)c1 (stereo not drawn),-4,4,-13,0,-33,-3,12,-9,5,8,5
O=C(NC1CCSc2ccccc21)c1ccc(C(F)(F)F)cc1 (stereo not drawn),7,-8,10,-8,3,-9,-9,-3,-30,-5,8
CC(SCC(=O)Nc1ccc(F)cc1)c1nc2ccccc2c(=O)[nH]1 (stereo not drawn),-8,-12,11,-4,10,6,-12,-37,-10,0,7
COc1ccccc1/C=C/C=N/n1c(-c2ccccn2)n[nH]c1=S,4,-5,-39,-17,-55,9,-10,-1,-80,-78,-12
CCOCCCNC(=O)CN1C(=O)COc2ccc(S(=O)(=O)N3CCCC3)cc21,-3,-13,-8,-2,-17,17,-2,-20,4,4,12
COc1cccc(C2CC(C(F)(F)F)n3ncc(C(=O)Nc4c(C)n(C)n(-c5ccccc5)c4=O)c3N2)c1 (stereo not drawn),1,-7,20,-3,17,-10,6,9,-11,8,1
Cc1c(OC(C)C(=O)NCCCN2CCOCC2)ccc2c1oc(=O)c1ccccc12 (stereo not drawn),-12,-12,-2,-14,-17,7,-19,4,-6,12,-5
Cc1ccc(NC(=O)c2sccc2C)cc1S(=O)(=O)N(C)C,2,-2,4,-2,-25,4,-38,-4,-21,-32,-1
COc1ccc(NS(=O)(=O)c2ccc(O)c(NC(=O)c3cc4c(C)nn(-c5ccc(F)cc5)c4s3)c2)cc1,43,-7,8,-4,-4,6,26,x,x,-5,-2
COc1ccc(C(=O)n2nc(C)cc2C)cc1OC,17,12,1,0,3,-9,-1,-10,5,12,-16
CC(C)Cn1c(N)c(C(=O)COC(=O)c2cc(-c3ccccc3)nc3ccccc23)c(=O)n(C)c1=O,49,13,-10,2,-8,34,-2,-13,-23,-3,1
O=C(CCCNS(=O)(=O)c1cccc2nsnc12)NCc1ccccc1,-4,13,-5,2,5,-14,5,1,-15,-15,-15
CCCCNc1ccc2nsnc2c1[N+](=O)[O-],-6,-23,10,7,-15,-20,-8,-10,-22,-4,9
Cc1ccc(CSCC(=O)N(C)CC(=O)Nc2c(Cl)cccc2Cl)cc1,-1,1,23,6,-31,8,8,2,-5,11,8
CN(C)/C=C/c1onc(-c2ccccc2Cl)c1C#N,-24,20,-28,4,3,2,-25,5,3,-34,-13
CCNc1nc(SCc2ccccc2)nc(N2CCOCC2)n1,-1,20,-12,-8,-15,10,12,-6,10,9,-28
CCN(CC)c1ccc(NC(=O)COC(=O)Cc2ccsc2)cc1,-2,-5,-9,5,4,-18,-12,2,1,-1,-2
COc1ccc2[nH]c(=O)c(CN(C(=O)c3cccnc3)c3cccc(C)c3)cc2c1,-2,-3,21,-3,9,-5,8,12,6,-6,3
COc1ccc(CNC(=O)CS(=O)Cc2nc(-c3ccc(C)cc3)oc2C)cc1 (stereo not drawn),-25,-11,-1,0,22,-6,2,9,22,-14,3
COc1ccc(C2C(C#N)=C(N)Nc3nc4ccccc4n32)cc1 (stereo not drawn),-22,-16,-55,-1,-91,7,-24,-20,-17,-25,-9
O=C(O)c1cccc2c1C(=O)N(C1CCCCC1)C2,4,-10,-13,-10,-9,-6,1,9,12,-36,4
N#CCC(=O)N/N=C\c1ccccc1OC/C=C/c1ccccc1,-44,19,-26,-45,-92,17,-31,-29,-35,-80,-32
CCOc1ccc(C(C(=O)Nc2ccc(F)cc2)N(C(=O)Cn2nnc3ccccc32)C2CC2)cc1 (stereo not drawn),-19,11,-3,0,2,15,-17,-1,-23,2,6
O=C(NC(=S)Nc1ccc(S(=O)(=O)Nc2nccs2)cc1)c1ccccc1F,0,-5,8,5,-12,-7,-15,8,-7,-3,14
C=CCn1c(Cc2ccc(OC)cc2)nnc1SCC(=O)c1cccc([N+](=O)[O-])c1,5,-5,-12,0,14,0,-22,4,6,-5,-6
O=C(NNC(=O)c1ccncc1)c1ccncc1,-18,5,14,1,0,-4,3,0,1,2,13
Cc1ccc(S(=O)(=O)N/N=C\c2cn(CC(N)=O)c3ccccc23)cc1C,8,6,9,-1,-5,27,0,-12,1,-33,0
